ADAM17 inh: ADAM17 inhibition, QFRET primary screen | P78536 | recombinant ADAM17, EDANS/DABCYL FRET peptide cleavage | inhibition, % at 6.95 µM | actives 0.83% (n = 370,000) | AID 720648;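 active = inhibition above the mean of compounds lying between control limits plus 3 SD, set per campaign, cut at about 8.5% in these data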;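 note: 0% = DMSO-only wells as the low control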
ASAP1 GAP inh: inhibitors of human ASAP1 ArfGAP activity | ASAP1-stimulated ARF1 GTP hydrolysis, GDP FP detection | inhibition, % at 16.5 µM | actives 0.19% (n = 360,000) | AID 624377; in the data active = inhibition above about 25%;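 note: 0% = vehicle with enzyme and substrate and 100% = no enzyme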
Tn6 DDE FP: DD(E)-Tn6 binding inhibition, primary FP screen; actives 0.21% (n = 370,000); Fibrin DD(E) TRITC-Tn6 fluorescence polarization displacement; P02675; AID 720509; inhibition, % at 8.3 µM;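 active = inhibition above a per-campaign cutoff: mean of compounds within control limits plus 3 SD, cut at about 15% in these data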;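 note: 0% = median of all compound wells on the plate and 100% = blocking peptide control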
DDE Tn7 FP inh: DD(E)-Tn7 binding inhibition, primary FP screen | P02675 | FP displacement of FITC-Tn7 peptide from fibrin DD(E); 0% = median of compound wells per plate | inhibition, % at 8.3 µM | actives 0.13% (n = 370,000);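 active = inhibition above the mean of compounds falling within the control limits plus 3 SD of them, cut at about 14% in these data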;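 note: 0% = plate median of compound wells and 100% = 10 µM Aha-Tn7 peptide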
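Assay system: Human fibrin DD(E) protein | Medium: Tris buffer with calcium and detergent, pH 7.8 | Reagent: 0.1 µM fluorescent Tn7 | Compound dosing: Single point at 8.3 µM | Times: 10 min preincubation, 3 h with tracer, room temperature | Detection: Fluorescence polarization of the labelled Tn7 tracer | Controls: Aha-Tn7 high control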
proKLK7 act: proKLK7 (human) activation, primary screen | P49862 | purified proKLK7, EDANS-DABCYL substrate fluorescence; 100% is mature enzyme control, 0% vehicle | activation, % at 7 µM | actives 0.9% (n = 370,000) | AID 652039;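 active = activation above the mean of all tested compounds plus 3 SD, computed per campaign excluding outliers beyond control limits, cut at about 13% in these data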
ARFGAP1 inh: inhibits rat ARF GTPase activating protein 1; Arfgap1-stimulated ARF1 GTP hydrolysis, GDP FP detection; inhibition, % at 16.5 µM; actives 0.26% (n = 360,000);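 active = inhibition above a per-plate limit, mean inhibition of low control wells plus 3 SD, cut at about 25% in these data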;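 note: 0% = DMSO wells with enzyme and 100% = wells lacking Arfgap1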
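system = rat Arfgap1 catalytic domain, aa 1-136 | technique = FP, GDP Alexa 633 tracer displaced from anti-GDP antibody, 620/688 nm | compound = one concentration, 16.5 µM, DMSO 1.26% | medium = HEPES-based buffer, pH 7.5 | timing = compound-enzyme preincubation 20 min, reaction 120 min, detection 60 min, 25 °C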
UHRF1 binding: blocks human UHRF1 binding to methylated DNA | Q96T88 | UHRF1 binding to methylated oligo, TR-FRET | inhibition, % at 4.4 µM | actives 0.75% (n = 370,000) | AID 687016; in the data active = inhibition above about 21%;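 note: UHRF1 SRA domain binding a hemimethylated CpG hairpin DNA probe; 0% = median of test compound wells and 100% = reference inhibitor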
MBD2 DNA inh: MBD2-methylated oligo binding inhibition; Q9UBB5; AID 686964; inhibition, % at 4.4 µM; actives 0.31% (n = 370,000); TR-FRET, MBD2 binding to methylated oligonucleotide; in the data active = inhibition above about 13%
PLCb3 inh: PLC-beta3 (human) inhibition, primary screen; Q01970; Purified PLC-beta3, fluorogenic substrate, fluorescence; inhibition, % at 12.2 µM; actives 0.18% (n = 370,000); AID 720704; in the data active = inhibition above about 11%;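 note: 0% = median of compound wells on plate and 100% = full blocker control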
Target sequence (Q01970 whole entry, looked up): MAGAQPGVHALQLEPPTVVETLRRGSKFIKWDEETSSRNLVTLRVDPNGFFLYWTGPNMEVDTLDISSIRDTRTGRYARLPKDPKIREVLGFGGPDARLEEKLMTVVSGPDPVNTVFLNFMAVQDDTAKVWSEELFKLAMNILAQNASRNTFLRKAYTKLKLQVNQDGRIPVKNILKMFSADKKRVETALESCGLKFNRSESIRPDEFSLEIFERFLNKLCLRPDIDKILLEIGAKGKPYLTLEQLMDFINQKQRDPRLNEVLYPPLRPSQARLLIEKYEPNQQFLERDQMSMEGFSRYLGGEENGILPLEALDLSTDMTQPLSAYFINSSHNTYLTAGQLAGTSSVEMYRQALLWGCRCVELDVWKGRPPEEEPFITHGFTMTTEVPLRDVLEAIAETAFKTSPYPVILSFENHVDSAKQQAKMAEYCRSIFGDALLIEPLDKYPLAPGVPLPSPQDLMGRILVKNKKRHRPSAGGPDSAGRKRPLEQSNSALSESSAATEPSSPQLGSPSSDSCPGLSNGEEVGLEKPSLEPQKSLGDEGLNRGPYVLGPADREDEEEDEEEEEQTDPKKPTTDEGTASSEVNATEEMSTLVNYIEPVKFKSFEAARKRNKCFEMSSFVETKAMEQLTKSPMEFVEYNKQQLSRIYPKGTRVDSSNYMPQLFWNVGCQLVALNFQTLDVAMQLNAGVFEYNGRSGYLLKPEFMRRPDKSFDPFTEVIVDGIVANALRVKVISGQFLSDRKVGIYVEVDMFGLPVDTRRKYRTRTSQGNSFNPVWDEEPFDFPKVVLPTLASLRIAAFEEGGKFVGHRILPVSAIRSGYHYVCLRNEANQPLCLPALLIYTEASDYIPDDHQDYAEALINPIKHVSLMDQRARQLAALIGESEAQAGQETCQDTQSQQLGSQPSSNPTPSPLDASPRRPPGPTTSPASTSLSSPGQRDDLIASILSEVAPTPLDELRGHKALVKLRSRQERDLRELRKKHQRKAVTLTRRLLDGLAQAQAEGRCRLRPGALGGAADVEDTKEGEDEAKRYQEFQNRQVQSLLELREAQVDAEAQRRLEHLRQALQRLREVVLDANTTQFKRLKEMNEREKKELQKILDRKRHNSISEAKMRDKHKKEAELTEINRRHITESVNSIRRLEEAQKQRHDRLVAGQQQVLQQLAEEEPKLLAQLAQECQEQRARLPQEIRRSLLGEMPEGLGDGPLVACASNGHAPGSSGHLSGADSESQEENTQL
PLC-gamma1 inh: blocks human PLC-gamma1 enzyme activity | P19174 | purified PLC-gamma1, fluorogenic substrate, fluorescence | inhibition, % at 12.2 µM | actives 0.84% (n = 370,000) | AID 720700; in the data active = inhibition above about 9.5%
* = called active by the depositor.

SMILES | ADAM17 inh | ASAP1 GAP inh | Tn6 DDE FP | DDE Tn7 FP inh | proKLK7 act | ARFGAP1 inh | UHRF1 binding | MBD2 DNA inh | PLCb3 inh | PLC-gamma1 inh
O=C(CC1C[C@H](C(=O)N2CCOCC2)[C@@]2(CCC3CCCC3)c3[nH]c4ccccc4c3CCN2C1=O)NCCCn1ccnc1 (stereo not given in full) | -2.0 | -4.7 | -2.8 | 1.4 | 0.2 | -17.9 | -0.9 | 1.2 | 3.6 | 1.0
COc1ccccc1N1CCN(C(c2ccc(F)cc2)c2nnnn2C(C)C)CC1 (stereo not given) | 2.8 | -8.9 | 6.8 | -4.8 | -0.2 | 11.5 | -1.8 | -2.3 | 2.4 | 5.2
Cc1nc2sc(C(c3ccco3)N3CCN(c4cccc(Cl)c4)CC3)c(O)n2n1 (stereo not given) | 7.1 | 9.8 | -4.6 | -5.0 | -0.7 | -9.2 | 3.9 | 3.8 | -29.8 | -9.8
CC(C)C[C@H](NC(=O)c1nc[nH]c1C(=O)NC1CCNCC1)C(=O)OC(C)(C)C | 1.6 | 6.7 | 2.9 | 6.8 | 0.4 | -22.5 | 3.3 | -4.6 | 4.3 | 3.8
COc1cccc(NC(=S)N/N=C2/CCCCc3ccccc32)c1 | 9.2* | 5.6 | 3.0 | 0.1 | -0.6 | -2.9 | -1.4 | 0.5 | -3.2 | 2.4
Cc1csc(=N)n1CC(=O)N1CCc2ccccc21 | -2.2 | 1.1 | -1.2 | -4.0 | -0.5 | -5.8 | -0.2 | -2.2 | -1.0 | -1.0
Cc1ccc(-c2c(C)sc3nc(CN4CCN(CC(=O)NC5CC5)CC4)[nH]c(=O)c23)cc1 | -10.3 | 12.6 | 3.4 | -3.9 | 1.4 | 5.6 | -1.6 | 4.6 | -73.9 | -55.7
CCOc1ccc(-c2cc(C(=O)OC)[nH]n2)cc1 | -2.6 | 11.9 | 1.5 | -6.1 | 0.1 | -3.7 | -3.6 | -2.0 | 1.5 | -1.5
O=C(COC(=O)C1(c2ccc(Cl)cc2)CCCC1)NC1CCS(=O)(=O)C1 (stereo not given) | 0.8 | 6.5 | -0.1 | 0.6 | -0.7 | -0.8 | -3.2 | -1.6 | 3.5 | 2.6
FCCCOc1ccc(-c2nccc(-c3ccc(Cl)cc3)n2)cc1 | -4.1 | 5.7 | 6.4 | 4.9 | -0.3 | 5.4 | -0.5 | 3.1 | -2.9 | 1.2

ADAM17 inh, what is marked active above.
SMILES | ADAM17 inh | ASAP1 GAP inh | Tn6 DDE FP | DDE Tn7 FP inh | proKLK7 act | ARFGAP1 inh | UHRF1 binding | MBD2 DNA inh | PLCb3 inh | PLC-gamma1 inh
COc1cccc(NC(=S)N/N=C2/CCCCc3ccccc32)c1 | 9.2* | 5.6 | 3.0 | 0.1 | -0.6 | -2.9 | -1.4 | 0.5 | -3.2 | 2.4

Other compounds follow.
SMILES | ADAM17 inh | ASAP1 GAP inh | Tn6 DDE FP | DDE Tn7 FP inh | proKLK7 act | ARFGAP1 inh | UHRF1 binding | MBD2 DNA inh | PLCb3 inh | PLC-gamma1 inh
CCOC(=O)[C@]12CCCC=C1N(CCc1ccc(OC)c(OC)c1)C(=O)[C@H](CC(=O)N1CCSCC1)C2 | 1.2 | -1.1 | 1.4 | -7.4 | 0.3 | -3.9 | 2.1 | -6.2 | 1.6 | 2.6
CC1CC(C)CN(C(=O)/C=C/c2ccc(S(=O)(=O)N3CCOCC3)cc2)C1 (stereo not given) | -1.9 | -3.0 | 6.1 | 3.4 | 0.1 | 5.9 | -3.2 | 3.6 | -1.8 | 3.2
COc1ccc(-c2cc(C(=O)N3CCOCC3)no2)cc1 | -1.2 | 4.4 | -0.4 | -1.6 | -0.1 | 18.9 | 2.1 | -0.7 | 5.8 | 4.9
O=C(O)CC/C(=C\c1cccc(NC(=O)c2ccccc2Cl)c1)c1nc2ccccc2s1 | -23.1 | 9.3 | -1.7 | -0.8 | 1.3 | 9.1 | 1.9 | -1.2 | -58.0 | -38.7
Cc1nc2ccc(NC(=O)NCc3ccco3)cc2s1 | -1.9 | 8.7 | -4.1 | 3.1 | -0.5 | -12.0 | -3.0 | -5.2 | -7.5 | -5.7
O=C(Nc1ccc(C(F)(F)F)cc1)c1ccc2nc[nH]c2c1 | 0.7 | 3.0 | 0.3 | 5.5 | -0.7 | 5.8 | 3.4 | 0.5 | -4.2 | 0.1
Cc1ccc(/C=N/NC(=O)c2ccccc2OCc2cccc(Br)c2)o1 | 2.7 | 2.4 | 7.1 | 4.4 | 0.1 | -18.2 | -2.8 | 0.5 | -7.5 | -9.8
COC(=O)c1ccc(N2CCN(c3ccccc3)CC2)c(NC(=O)C2CC2)c1 | -2.9 | -7.6 | 7.5 | 3.0 | 0.3 | 0.4 | 4.8 | 5.4 | -2.7 | 0.1
COc1ccc(CCNC(=S)N2CCN(S(=O)(=O)c3ccccc3F)CC2)cc1 | 3.4 | -0.5 | 3.2 | 0.2 | 0.0 | 4.4 | 2.2 | -0.4 | -3.4 | -0.9
O=c1[nH]c(CCl)nc2cc(-c3ccc(Cl)cc3)sc12 | -0.9 | 2.6 | -4.4 | 2.7 | 0.1 | -3.5 | 0.1 | 1.7 | 2.2 | 1.6
CCOc1ccc(C(=O)Nc2ccc(N3CCN(C(=O)c4ccco4)CC3)cc2)cc1Br | -0.9 | 5.2 | -4.6 | -10.1 | -0.4 | 6.1 | 0.8 | -4.8 | -6.0 | -0.4
COc1ccc(N2CC(C(=O)N/N=C/c3ccc(C)cc3)CC2=O)cc1 (stereo not given) | 0.6 | 7.2 | -0.5 | -0.8 | 0.3 | -1.2 | 23.9* | 9.0 | 0.3 | 0.2
CCOc1ccc(/C=C/C(=O)N(CC)CC(=O)NCc2cccs2)cc1OC | -40.2 | -10.1 | -0.8 | 1.3 | 0.0 | 18.9 | -1.2 | 0.6 | -45.2 | -38.5
CCOC(=O)[C@@H]1[C@H]2COc3ccc(Br)cc3[C@H]2N2C(=O)N(c3ccc(F)cc3)C(=O)[C@]12C | 4.1 | -8.6 | -1.8 | 3.2 | 0.5 | 14.9 | -1.8 | 0.4 | 2.7 | 1.0
Cc1cc(=O)oc2c(C)c(OC3CCCCC3=O)ccc12 (stereo not given) | -151.1 | 4.0 | 4.5 | 4.2 | 0.4 | -2.4 | 1.4 | -1.2 | -82.3 | -57.9
COc1ccc(C(=O)NN=C(Cc2ccccc2)Cc2ccccc2)cc1OC | -2.1 | -11.6 | 4.7 | 3.8 | -1.0 | 8.6 | 4.0 | 0.5 | -5.3 | 11.1*
Cc1cc(=O)n2c3ccccc3n(CC(O)CN3CCCC3)c2c1C#N (stereo not given) | -32.0 | -8.2 | -3.3 | 0.5 | -1.6 | 5.0 | 3.5 | 1.0 | -16.4 | -15.5
CC(Sc1ncnc2c1cnn2-c1ccccc1)C(=O)NCC1CCCO1 (stereo not given) | -3.7 | 2.4 | -2.3 | -10.2 | -0.3 | -5.8 | 5.0 | -2.0 | -18.3 | -2.2
CCOc1ccccc1NC=C1C(=O)OC(C)(C)OC1=O | -3.6 | -2.8 | -1.6 | 3.0 | -1.4 | 2.2 | 3.1 | 13.4* | -11.4 | -5.7
CCN1CCN(C(c2cccs2)C(C)NC(=O)c2ccccc2)CC1 (stereo not given) | -6.8 | 2.7 | -2.2 | -4.5 | -0.7 | -9.1 | 1.2 | -2.7 | -2.5 | 2.2
COc1ccc(NC2CCCN(C(=O)c3ccc4nc(C)c(C)nc4c3)C2)cc1OC (stereo not given) | -3.5 | 11.8 | -2.9 | -2.8 | -0.1 | 7.8 | 0.0 | -1.1 | -10.1 | -0.8
Cc1cccc(CC2CC(=O)N(CCc3ccc4c(c3)OCO4)C2=O)c1 (stereo not given) | 1.9 | -2.5 | 2.8 | 8.4 | 0.4 | 4.1 | 39.7* | 12.5 | 1.4 | -1.0
Cc1ccc(S(=O)(=O)NCCSCc2ccco2)cc1 | -2.7 | -5.4 | 0.7 | 5.0 | 0.0 | 0.6 | -1.4 | 2.1 | -0.8 | 0.7
COc1cc(C(O)c2nc(-c3cccc(C(F)(F)F)c3)cs2)ccc1F (stereo not given) | 8.1 | 11.5 | 12.9 | -7.2 | 0.0 | 8.6 | -1.6 | 2.2 | -2.1 | 2.3
Cc1cc(C)c(NC(=O)CN2CCN(S(=O)(=O)c3ccc4c(c3)OCCO4)CC2)c(C)c1 | -0.5 | 10.4 | 6.8 | 2.2 | 0.5 | -10.4 | -1.3 | 0.7 | -0.9 | 1.0
CC(=O)Nc1ccccc1NC(=O)C/C(C)=N/NC(=O)c1cccnc1 | -1.1 | 3.9 | 3.5 | -2.1 | 0.5 | 9.0 | -1.5 | -6.1 | -5.2 | 1.3
COc1cc(/C=C2/NC(=O)N(Cc3ccccc3F)C2=O)ccc1O | -4.3 | 6.0 | -2.7 | 1.6 | -0.1 | -0.7 | -2.3 | -3.3 | -99.8 | -90.1
COc1cc(OC)c(C2N(c3ccc(Cl)cc3)C(=O)C3CCCN32)cc1OC (stereo not given) | -7.2 | 2.0 | 2.3 | 1.5 | 0.4 | 13.1 | -2.6 | 1.5 | -15.2 | -15.3
COc1cc(C(=O)NCc2ccc(C(=O)NCC(OC)OC)cc2)cc(OC)c1OC | -1.1 | -1.9 | 8.3 | -6.8 | 0.5 | 2.0 | -0.8 | -7.8 | -0.4 | 0.6
Cc1ccc(NC(=O)c2ccccc2NC(=O)c2cccs2)cc1 | 2.5 | 7.5 | -8.4 | 0.9 | -0.3 | 22.3 | -2.0 | -5.2 | -1.4 | 1.7
O=C(COC(=O)COc1ccc(Cl)cc1)NCc1ccc2c(c1)OCO2 | -0.5 | -9.7 | 4.0 | 0.4 | -0.1 | 4.7 | -0.5 | -1.9 | 1.9 | -2.0
Cc1ccc(-c2c(C(=O)N/N=C/C3CC=CCC3)nnn2-c2nonc2N)cc1 (stereo not given) | -1.4 | -3.3 | -3.0 | -1.3 | 0.0 | 6.3 | -2.3 | -3.9 | -10.2 | -4.0
COc1cc(NC(=O)Cc2cccc3ccccc23)c(C(=O)O)cc1OC | -1.2 | -4.7 | 2.3 | 4.9 | 0.7 | 2.4 | -2.8 | 0.1 | -8.0 | -0.9
O=C(CCc1ccccc1)NCCc1nc2ccccc2[nH]1 | 2.0 | 4.5 | 11.1 | 3.0 | 0.1 | 8.3 | -3.4 | 5.7 | 0.3 | 1.4
CC(=O)c1cccc(NC(=O)C2Cc3c(-c4ccco4)ccnc3O2)c1 (stereo not given) | -2.1 | -3.1 | -2.5 | -2.5 | 0.1 | 2.3 | -0.1 | -1.5 | 3.5 | 3.3

3 entries from above, with values under each structure:
The line under a structure holds: ADAM17 inh	ASAP1 GAP inh	Tn6 DDE FP	DDE Tn7 FP inh	proKLK7 act	ARFGAP1 inh	UHRF1 binding	MBD2 DNA inh	PLCb3 inh	PLC-gamma1 inh
O=C(COC(=O)COc1ccc(Cl)cc1)NCc1ccc2c(c1)OCO2
 : -0.5	-9.7	4.0	0.4	-0.1	4.7	-0.5	-1.9	1.9	-2.0
Cc1ccc(-c2c(C(=O)N/N=C/C3CC=CCC3)nnn2-c2nonc2N)cc1 (stereo not given)
 : -1.4	-3.3	-3.0	-1.3	0.0	6.3	-2.3	-3.9	-10.2	-4.0
COc1cc(NC(=O)Cc2cccc3ccccc23)c(C(=O)O)cc1OC
 : -1.2	-4.7	2.3	4.9	0.7	2.4	-2.8	0.1	-8.0	-0.9
